Screening results from PubChem.
Sm TGR inh = blocks Schistosoma mansoni thioredoxin glutathione reductase; Q962Y6; purified TGR, DTNB reduction, TNB absorbance 405 nm; Potency, µM (titrated, usually from 114 µM), without a hit: at the highest dose activity change, negative = inhibition, actives largely listed as inhibitors; 360,000 compounds, 3% hits; note: potency is the fitted concentration of half-maximal effect; nearly all actives have a fitted effect of over 60% in size
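First, TGR (20 nM dispensed) and NADPH were mixed with compound. Second, a 15 min room-temperature incubation followed. Third, further NADPH and then DTNB were added to start the reaction. Finally, TNB absorbance was monitored kinetically.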
LmPK inh = blocks Leishmania mexicana pyruvate kinase activity; 290,000 compounds, 0.37% hits; purified LmPK, Kinase-Glo ATP luminescence, 1 h; Potency, µM (doses to about 57.5 µM), for inactives: at the top dose activity change, negative = inhibition, most hits filed as inhibitors; note: potency is the fitted concentration of half-maximal effect
Target sequence (Q27686 whole entry, looked up): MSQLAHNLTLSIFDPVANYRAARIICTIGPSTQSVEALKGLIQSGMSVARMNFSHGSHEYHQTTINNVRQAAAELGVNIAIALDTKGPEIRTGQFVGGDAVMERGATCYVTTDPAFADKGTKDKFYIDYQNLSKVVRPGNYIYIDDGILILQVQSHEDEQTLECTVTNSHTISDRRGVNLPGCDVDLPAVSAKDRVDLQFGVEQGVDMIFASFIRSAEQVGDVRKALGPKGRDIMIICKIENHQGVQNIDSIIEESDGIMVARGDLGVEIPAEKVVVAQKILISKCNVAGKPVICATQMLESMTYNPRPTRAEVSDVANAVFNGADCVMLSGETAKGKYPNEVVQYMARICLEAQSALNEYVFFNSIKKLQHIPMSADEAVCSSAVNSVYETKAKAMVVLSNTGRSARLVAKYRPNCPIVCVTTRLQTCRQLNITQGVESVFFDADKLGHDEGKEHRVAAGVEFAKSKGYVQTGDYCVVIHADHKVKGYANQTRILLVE
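In 50 mM imidazole pH 7.2 with 7 mM MgCl2, LmPK (0.1 nM) turned over PEP (0.5 mM) and ADP (0.1 mM) for 1 h at room temperature. Luciferase read-out of ATP.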
TbPYK inhibitor = T. brucei pyruvate kinase inhibition. Q57TT1. TbPYK enzyme, Kinase-Glo Plus ATP luminescence, 45 min. Potency, µM (top dose mostly 76.8 µM), inactives show at the top dose activity, negative = inhibition, hits mostly inhibitors. 410,000 compounds, 0.12% hits; note: potency is the fitted concentration of half-maximal effect; nearly all actives have a fitted effect of over 50% in size
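In this concentration-response screen, enzyme-free wells defined baseline while DMSO plates tracked drift. Each reaction combined TbPYK, substrate, compound and 130 uM ADP for 45 min at room temperature. Kinase-Glo Plus luminescence gave the signal.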
HCMV inh = human cytomegalovirus inhibition; HFF cells, HCMV-luciferase reporter, 72 h; stronger effect = lower value; activity change, negative = inhibition, % at 57.5 µM; 410,000 compounds, 4.5% hits; AID 1259415; in the data active = activity change below about -60%; inconclusive = no clear call, values can overlap the other calls; inactive = above about -39%
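HFF cells seeded 16 h at 37C, treated with compounds, infected with luciferase-reporter HCMV at MOI 1 PFU/cell; luciferase read at 72 h post infection, normalized to buffer-only and Salinomycin controls.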
AmpC detergent = inhibitors of E. coli AmpC beta-lactamase with detergent; P00811; AmpC hydrolysis of nitrocefin, absorbance 480 nm, 0.01% Triton; Potency, µM (top dose mostly 114 µM), for the others: top-dose activity change, negative = inhibition, usual class: inhibitors; 370,000 compounds, 0.041% hits; AID 485294;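 note: potency is the fitted concentration of half-maximal effect; 0% = no-compound wells and -100% = no-enzyme wells; nearly all actives have a fitted effect of over 25% in size; some results filed as inactive show a strong effect at the top dose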
Target sequence (P00811 whole entry, looked up): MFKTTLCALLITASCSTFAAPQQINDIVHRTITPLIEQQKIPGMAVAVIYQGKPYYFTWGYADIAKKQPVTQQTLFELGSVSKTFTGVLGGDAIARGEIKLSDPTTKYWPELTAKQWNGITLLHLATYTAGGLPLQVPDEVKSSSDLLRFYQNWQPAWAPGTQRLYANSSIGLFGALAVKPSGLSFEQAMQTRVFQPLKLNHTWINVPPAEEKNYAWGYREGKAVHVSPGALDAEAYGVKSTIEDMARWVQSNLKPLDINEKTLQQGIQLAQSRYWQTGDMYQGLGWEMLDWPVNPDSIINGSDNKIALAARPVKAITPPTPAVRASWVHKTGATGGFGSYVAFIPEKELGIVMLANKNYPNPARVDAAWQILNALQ
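AmpC (5.3 nM in the dispensed reagent) in 20 mM phosphate pH 7.0 with 0.01% (detergent screen) or 0.0001% Triton X-100 was preincubated with compounds for 15 min at room temperature. Nitrocefin was then added from an 800 uM solution, and hydrolysis was followed at 480 nm.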
AmpC no deterg = blocks E. coli AmpC beta-lactamase in detergent-free assay; AID 485341; 330,000 compounds, 0.52% hits; AmpC nitrocefin hydrolysis, absorbance 480 nm, 0.0001% Triton; Potency, µM (titrated, usually from 57.1 µM), inactives show at the highest dose activity change, negative = inhibition, actives largely listed as inhibitors; P00811;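 note: potency is the fitted concentration of half-maximal effect; plate controls were no compound for no effect and no enzyme for full effect; nearly all actives have a fitted effect of over 20% in size; some results filed as inactive show a strong effect at the top dose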
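20 mM phosphate pH 7.0 + 0.01% (detergent screen) or 0.0001% Triton X-100; 5.3 nM AmpC reagent; cpd preinc 15 min RT; nitrocefin (800 uM stock) to start; A480 q20 s × 4 min; Activity was normalised to no-enzyme and no-compound control wells.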
AMA1 RON2 block = disrupts binding of P. falciparum AMA1 to RON2; Potency, µM (doses to about 58.2 µM), for the others: at the highest dose activity change, negative = inhibition, actives largely listed as inhibitors; 360,000 compounds, 0.2% hits; AlphaScreen AMA1-biotinylated RON2 peptide binding;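 note: potency is the fitted concentration of half-maximal effect; 0% = vehicle wells and -100% = peptide control; nearly all actives have a fitted effect of over 45% in size; some results filed as inactive show a strong effect at the top dose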
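AMA1 (3D7) with his tag at 25 nM final met compounds first, then biotinylated RON2 peptide at 25 nM; detection used donor plus acceptor beads, 10 µg/mL apiece, read by AlphaScreen after 30 min at room temperature.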
Active calls of the source: *; ? = inconclusive; · = no result given; & = joins results of further samples; [ ] = remark or other dose. Unless noted, calls come from the whole dose curve; as a rule, active = well fitted curve in the direction sought with a large enough effect; inconclusive = small, poorly fitted or top-dose-only effect, or another doubt; inactive = no such curve, though single readings can be large; an effect the other way counts as inactive or inconclusive. Unless noted, % is set by controls: 0 for no effect and ±100 for the full control effect. No enrichment for hits. About 7.4% of those tested had a hit in this group.

mol | Sm TGR inh | LmPK inh | TbPYK inhibitor | HCMV inh | AmpC detergent | AmpC no deterg | AMA1 RON2 block
Cn1cc(CNC(=O)c2cc(-c3ccc(Br)cc3)nc3ccccc23)cn1 | 1.0% | 2.8% | -3.3% | 2.1 | 2.2% | -17.4% | -12.1%
C=CCn1c(COc2ccccc2)nnc1SC(C)C(=O)N/N=C/c1cc(Cl)ccc1O (centres undefined) | -4.0% | -3.7% | -23.0% | 41.1 | 2.0% | -2.7% | 55.0%[activator]
CCOc1ccc(/C=C/C(=O)NC2CCCCC2)cc1 | 3.2% | 10.4% | -4.3% | 73.4 | -13.7% | -16.0% | 3.1%
C/C(=C\c1ccc(Cl)cc1)C(=O)c1c(C)cc(C)[nH]c1=O | -35.7% | 3.6% | -1.0% | 23.8 | -16.2% | 0.5% | 4.2%
CCOC(=O)/C=c1/s/c(=C\c2c(OC)ccc3ccccc23)c(=O)n1CC(=O)NCC1CCCO1 (centres undefined) | · | · | -2.7% | -87.4* | · | · | -23.3%
Cc1cc(C)n(CCCNC(=O)c2ccc(C)o2)n1 | -13.9% | · | 2.6% | -6.0 | -6.2% | 28.9% | 4.4%
O=C(c1ccc(CS(=O)c2cccc(Cl)c2)o1)N1CCCCCC1 (centres undefined) | ? | -4.2% | -2.4% | -19.1 | -7.0% | -1.4% | -1.1%
CN(Cc1ccccc1Br)C(=O)CSc1nnnn1C1CC1 | -5.3% | · | 0.0% | 0.0 | 1.8% | -1.6% | -5.3%
Clc1ccccc1/C=C/c1nc(-c2cccnc2)no1 | -1.5% | -5.7% | -6.3% | 22.6 | 2.2% | -0.5% | -9.5%
CN(Cc1ccccc1)S(=O)(=O)c1cc2c3c(c1)CCN3C(=O)CC2 | -1.5% | · | -0.7% | -31.3 | -11.4% | -3.9% | 1.1%
Cc1ccc(NC(=O)c2nc(S(C)(=O)=O)ncc2N(Cc2ccc(C(C)(C)C)cc2)Cc2ccco2)cc1C | -4.6% | · | 1.9% | 16.5 | 20.3% | · | ·
Cc1ccc(-n2ncc(C(=O)NCCN3CCN(C)CC3)c2C2CCN(C(=O)OC(C)(C)C)CC2)c(C)c1 | 1.0% | · | 1.9% | -18.0 | -4.4% | · | ·
CN1CCN(S(=O)(=O)c2ccc3c4c(cccc24)C(=O)N3)CC1 | -2.7% | 5.2% | 1.7% | 42.6 | 6.0% | -2.6% | -1.9%
CCCOc1ccc(NC(=O)C2CC(=O)N/C(=N/N=C(C)/C=C/c3ccc(N(C)C)cc3)S2)cc1 (centres undefined) | -29.7% | -1.8% | 1.1% | 47.8 | -6.8% | -59.1% | 6.2%
c1ccc2c(c1)NC(CN1CCOCC1)CO2 (centres undefined) | 6.6% | 1.0% | -5.2% | 34.7 | -17.4% | -17.0% | -5.1%
CC(=O)N1CCN(C(=O)COC(=O)COc2ccc(C#N)cc2)CC1 | 3.1% | · | 0.3% | -19.2 | ? | -11.0% | -2.9%
C=CCC(C(=O)OC)(C(=O)OC)c1ccc(C(F)(F)F)cc1[N+](=O)[O-] | 2.8% | -0.8% | 2.2% | 27.1 | ? | 21.1% | 4.5%
COc1cc(CNc2ncnc3c2ncn3[C@H]2CN(Cc3ccc4c(c3)OCO4)C[C@@H](CO)O2)cc(OC)c1OC | · | · | -2.0% | 79.0 | · | · | -8.1%
Cc1ccc(SCCCCN2CCOCC2)cc1 | -1.1% | -18.8% | -13.1% | 16.7 | -14.7% | 22.7% | 12.2%
CCN(CC)C(=S)NC(=O)c1cc(OC)c(OC)c(OC)c1 | 0.7% | -0.1% | -17.1% | 14.5 | -0.4% | -4.0% | 53.1%[activator]
Cc1cc(C(=O)Nc2nccs2)c2cc(F)ccc2n1 | 25.7% | -6.6% | -9.4% | -16.8 | 4.7% | -3.5% | 7.2%
CC1=NN(C(N)=S)C(=O)C1N=Nc1ccc([N+](=O)[O-])cc1 (centres undefined) | -7.8% | -3.0% | -10.4% | · | -13.7% | -10.6% | 47.3%[activator]
COc1ccc(CNC(=O)[C@@H](NC(=O)C2CCN(C(=O)[C@@H]3CCCN3C(=O)OC(C)(C)C)CC2)C(C)C)cc1 | 2.5% | 2.1% | 2.9% | 17.1 | -11.3% | 62.7%[activator] | -0.8%
COc1ccc2c(c1)C1(C(=O)O)CC=CCC1(C(=O)O)C2 (centres undefined) | · | · | -15.3% | 10.2 | · | · | 21.5%
Cc1cc(C)n2nc(SCCOc3ccccc3)nc2n1 | 16.1% | 4.3% | -20.1% | -23.9 | -6.9% | 15.4% | -26.1%

Other compounds follow.
mol | Sm TGR inh | LmPK inh | TbPYK inhibitor | HCMV inh | AmpC detergent | AmpC no deterg | AMA1 RON2 block
COCCNC(=O)CCCn1c(=O)c2ccccc2n(Cc2cccc([N+](=O)[O-])c2)c1=O | -1.4% | 10.2% | -0.5% | -26.9 | 5.5% | -12.8% | 4.2%
CCn1nc(C)c(CN2CCCC(CO)(Cc3cccc(Cl)c3)C2)c1C (centres undefined) | 5.2% | 3.5% | -3.3% | -18.3 | 2.5% | -1.0% | 1.1%
CC(C)Cc1nc(Nc2ccccc2C#N)c2nnn(Cc3ccccc3)c2n1 | -22.1% | 6.8% | -5.0% | -28.5 | -10.9% | -20.6% | -0.2%
CC(C)(C)NC(=O)NC(=O)COC(=O)c1cc(=O)[nH]c2ccccc12 | 0.0% | 1.8% | 2.1% | 0.1 | -6.2% | -15.8% | -22.1%
CC(C)Nc1nc(NNc2nc(Cl)nc(NC(C)(C)C)n2)nc(NC(C)C)n1 | 11.3% | -5.0% | -7.4% | 74.0 | 4.3% | -32.4% | 93.5%[activator]
Cc1ccc(CNC(=O)CCc2c(C)nc3c4c(C)cc(C)nc4nn3c2C)cc1 | 4.3% | · | 1.6% | 1.8 | 14.2% | · | ·
Cc1c(Cl)cccc1NC(=O)Nc1ccc2snnc2c1 | -3.9% | · | -4.9% | -103.9* | 13.2% | · | ·
Cc1c2cnn(-c3ccccc3)c(=O)c2c(C)n1CCCC(=O)N1CCN(C)CC1 | -4.5% | 1.7% | 4.4% | 33.6 | -9.6% | 44.1% | -3.7%
CN(C)c1ccc(/C=C/C(=O)c2ccc3c(c2)OCO3)cc1 | -8.4% | · | -23.6% | -4.8 | -1.4% | -36.1% | 77.2%[activator]
CCC1CN(C(=O)NCc2ccc(F)cc2)c2ccccc2O1 (centres undefined) | -6.0%&8.2% | -2.0% | 5.5%&-2.7% | 7.6&57.7 | 1.2%&-3.0% | -16.7% | -3.7%
O=S(=O)(Nc1nc2ccccc2s1)c1ccc(Cl)nc1 | -17.2% | 2.2% | -8.0% | 19.4 | 0.6% | -29.1% | 1.5%
Cc1ccc(S(=O)(=O)N2CCCC2)cc1C(=O)NCCN1CCOCC1 | -0.1% | -9.6% | -5.5% | 14.9 | 5.5% | -6.1% | 7.3%
O=C(c1cc2cc(F)ccc2[nH]1)N(Cc1cccnc1)CC1CCCN(C2CCCCC2)C1 (centres undefined) | -5.4% | 0.7% | 7.1% | -10.6 | 7.3% | 53.6% | -3.2%
CCC(CC)=NNc1ccc([N+](=O)[O-])cc1[N+](=O)[O-] | 2.7% | 2.4% | 1.8% | -7.8 | 2.3% | -21.3% | -24.5%
COc1cc(Cl)cc(NC(=O)CCN2CCN(C)CC2)c1 | -1.2% | 8.1% | 6.3% | 10.2 | ? | -12.2% | -12.1%
CCCCn1c(SCC(=O)Nc2ccc(C)c(S(=O)(=O)N3CCOCC3)c2)nnc1C(CC)N(C)C (centres undefined) | -13.5% | · | 1.1% | -1.7 | -13.1% | 143.4%[activator] | -12.6%
Cc1ccc2nc3sc(C(=O)NCCCN(C)c4ccccc4)cc3cc2c1 | -21.7% | · | 0.8% | 66.4 | -5.0% | · | ·
Cc1cc(C)cc(OCCSc2nc3ccc(NC(=O)c4cccs4)cc3s2)c1 | 2.4% | · | 1.3% | -22.2 | 18.6% | · | ·
Cc1cccc(Cc2nc3ccccc3[nH]2)c1 | · | · | -2.9% | 45.9 | · | · | -1.1%
COC(=O)[C@@H](NS(=O)(=O)c1cc(Br)ccc1Br)C(C)C | · | · | 1.5% | -16.9 | · | · | -2.6%
CCCc1nc2oc3c(NCCCN(C)C)ncnc3c2c2c1CCCC2 | 10.7% | 5.1% | -0.5% | -98.1* | -7.9% | 122.9%[activator] | 0.5%
CCCCOc1ccc(CSC2=NCCN2)cc1[N+](=O)[O-] | -3.7% | -2.9% | -6.7% | -4.9 | -4.0% | -1.0% | 6.4%
CCOc1ccc(CCNc2ncnc3onc(-c4ccc(Cl)cc4)c23)cc1 | 6.9% | · | 4.7% | ? | 6.6% | · | ·
Cc1ccc(S(=O)(=O)NCCc2cn3ccsc3n2)c(C)c1 | -6.9% | · | 0.5% | ? | 3.7% | · | ·
CCOc1ccc(CCNC(=O)CCN2N=C(c3ccc(OC)cc3)CCC2=O)cc1OCC | 8.8% | · | -4.1% | ? | -8.4% | · | ·

Going on with the list:
mol | Sm TGR inh | LmPK inh | TbPYK inhibitor | HCMV inh | AmpC detergent | AmpC no deterg | AMA1 RON2 block
CCOc1ccc(-c2nnn(CC(=O)c3ccc4c(c3)OCCO4)n2)cc1OCC | -2.0% | -1.4% | 1.4% | -9.7 | ? | 4.2% | -0.2%
COc1ccc([N+](=O)[O-])cc1C(=O)NCCOc1ccc(Cl)cc1 | -14.9% | 0.0% | -0.5% | 4.8 | ? | -28.9% | -5.5%
O=C(CSc1nnc(Cc2ccccc2)n1Cc1ccco1)NC12CC3CC(CC(C3)C1)C2 | -7.3% | -1.3% | 11.3% | -11.5 | 3.1% | -3.8% | -15.0%
CCOc1ccccc1C1C(C(=O)OC)=CN(C)C=C1C(=O)OC | 6.7% | 1.5% | -4.4% | -11.4 | -0.5% | 1.7% | 2.0%
CCOC(=O)[C@]12CCC=C1N(Cc1ccco1)C(=O)[C@H](CC(=O)NCc1cccc3ccccc13)C2 | · | · | -17.1% | 12.8 | · | · | 3.3%

2 consecutive records out of the list so far:
mol | Sm TGR inh | LmPK inh | TbPYK inhibitor | HCMV inh | AmpC detergent | AmpC no deterg | AMA1 RON2 block
CCOc1ccccc1C1C(C(=O)OC)=CN(C)C=C1C(=O)OC | 6.7% | 1.5% | -4.4% | -11.4 | -0.5% | 1.7% | 2.0%
CCOC(=O)[C@]12CCC=C1N(Cc1ccco1)C(=O)[C@H](CC(=O)NCc1cccc3ccccc13)C2 | · | · | -17.1% | 12.8 | · | · | 3.3%
